# C8 TRAIL sens: caspase-8 TRAIL sensitization; NB7+C8 cells + TRAIL, ATPlite viability luminescence; inhibition (viability loss, TRAIL sensitization), % at 10 µM; 1% of 360,000 active; AID 624354;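 active = compounds causing at least 50% loss of cell viability in the single-dose screen, relative to plate controls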
# Peg3 prom inh: inhibitors of Peg3 promoter; HeLa PEG-Prom luciferase reporter, luminescence, overnight; inhibition, % at 20 µM; 1.7% of 360,000 active;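 active = inhibition of at least 50% at 20 µM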
# KKLEB tox: reduces viability of KKLEB cystic fibrosis airway cells. activity change (cytotoxicity), % at 5 µM. KKLEB CF airway cells viability, ATPlite luminescence, overnight; stronger effect = lower value; cells stimulated with P. aeruginosa culture filtrate. AID 602141. 0.36% of 360,000 active;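 active = corrected activity change at or below -50% at 5 µM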
# iPSC survival up: enhancers of human iPSC single-cell survival; 0.044% of 360,000 active; AID 602274; survival enhancement, % at 20 µM; hiPSC single-cell survival, ATPlite luminescence; 100% = ROCK inhibitor wells, 0% = DMSO; in the data active = survival enhancement above about 18%;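 note: cells exposed to compounds for 16 hours before the ATP read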
# NR2E3 ag-1: agonists of human NR2E3 nuclear receptor; Q9Y5X4; CHO-S Gal4-NCOR/VP16-NR2E3 two-hybrid, luciferase; inhibition of corepressor binding, % at 3.98 µM; 0.35% of 360,000 active; AID 602229;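 active = inhibition above the mean of all tested compounds plus 3 SD, cut at about 70% in these data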;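 note: 0% = DMSO with NR2E3 transfected cells and 100% = cells lacking NR2E3 construct; higher means lower luciferase signal from less NR2E3 corepressor binding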
# Target sequence (Q9Y5X4 whole entry, looked up, the tested form may be a part): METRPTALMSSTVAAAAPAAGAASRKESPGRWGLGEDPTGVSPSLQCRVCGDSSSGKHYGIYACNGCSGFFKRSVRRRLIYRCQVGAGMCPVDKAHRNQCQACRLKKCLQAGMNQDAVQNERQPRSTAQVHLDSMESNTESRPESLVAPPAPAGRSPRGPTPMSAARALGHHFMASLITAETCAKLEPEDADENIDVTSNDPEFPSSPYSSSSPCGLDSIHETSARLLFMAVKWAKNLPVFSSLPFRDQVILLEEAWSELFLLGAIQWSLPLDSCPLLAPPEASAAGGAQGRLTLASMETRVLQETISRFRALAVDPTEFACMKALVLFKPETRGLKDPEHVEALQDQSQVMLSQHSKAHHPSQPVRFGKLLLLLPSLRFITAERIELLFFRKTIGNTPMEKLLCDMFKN
# Shn3 inh set2: reduces Shn3 3'UTR luciferase signal in osteoblasts | Clone20 osteoblast Shn3 3'UTR firefly luciferase, 24 h | 0.52% of 360,000 active | inhibition, % at 12.5 µM;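 active = mean inhibition of at least 75% with every replicate also reaching 75%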;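 note: 0% = median of neutral control wells and 100% = pilot-screen positive control compound; some compounds past the cut are filed as inactive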
# TRPM1 prom inh: inhibitors of MITF-driven TRPM1 promoter in melanoma cells. SK-MEL-5 TRPM1 promoter luciferase, 24 h. 0.83% of 330,000 active. inhibition, % at 12.5 µM;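 active = mean inhibition across replicates of 60% or more, whatever share of single replicates reaches that level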; note: values of inactives mirror those of a sister screen read the other way
# LMP1 NFkB inh: Epstein-Barr LMP1 NF-kappaB reporter inhibition; inhibition, % at 12.5 µM; 0.69% of 350,000 active; LMP1-induced NF-kappaB luciferase reporter cells, luminescence; AID 504558; in the data active = inhibition above about 41%;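 note: 0% = neutral control wells and 100% = reference inhibitor control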
# CF NFkB inh: inhibitors of cystic fibrosis induced NF-kB; KKLEB NF-kB-GFP reporter, PAF-induced, GFP fluorescence overnight; inhibition, % at 5 µM; 0.86% of 360,000 active; AID 588850;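 active = at least 50% inhibition at 5 µM, scaled per plate between neutral and stimulator controls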;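 note: PAF is a Pseudomonas aeruginosa culture filtrate used as stimulus; plate controls were PAF-stimulated DMSO wells for no effect and unstimulated DMSO wells for full effect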
# HIF-2a block: inhibitors of HIF-2a. 786-0 RCC cells HIF-2a reporter, luciferase luminescence, overnight. inhibition, % at 18.8 µM. 0.72% of 360,000 active;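 active = inhibition of the luminescence signal of 40% or more relative to plate controls, in a single-dose primary screen at 18.75 µM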
# NR2E3 ag-2: agonists of human nuclear receptor NR2E3; GST-NR2E3/biotin-RetCOR TR-FRET, 1536-well; AID 2300; inhibition of corepressor binding, % at 4.78 µM; 0.12% of 320,000 active;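 active = percent inhibition above the cutoff of mean plus 3 SD of all tested compounds, set per screening campaign, cut at about 20% in these data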;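 note: 0% = DMSO wells and 100% = biotin wells as full block of FRET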
#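 Format: 1536-well format; test system: GST-NR2E3 and biotin-RetCOR proteins; read-out basis: percent inhibition of TR-FRET ratio; timing: 5 h incubation at 4 °C; detection: time-resolved FRET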
# Starred values were filed as active, the others as inactive; nt = no result given. An excerpt; the hit share may differ from the screen's.
SMILES,C8 TRAIL sens,Peg3 prom inh,KKLEB tox,iPSC survival up,NR2E3 ag-1,Shn3 inh set2,TRPM1 prom inh,LMP1 NFkB inh,CF NFkB inh,HIF-2a block,NR2E3 ag-2
Nc1cc(=O)[nH]c(SCc2cccc(Cl)c2)n1,-1,-6,1,-4.4,-6,9,0,-6,-2,19,2
COc1ccc(NC(C)=O)cc1CNC(=O)COc1ccccc1C(=O)Nc1cccc(C)c1C,13,5,6,-0.2,-4,7,12,5,5,-12,0
CCOC(=O)c1sc(NC(=O)C2CC(=O)N(c3ccc(C)cc3)C2)nc1C (configuration not stated),-10,11,4,-0.5,-5,7,8,7,-7,7,5
CCOc1ccc(NC(=O)CN2CCN(c3ccc(F)cc3)CC2)cc1,-13,2,3,-0.6,5,-19,-3,-7,2,2,-1
Cc1c(C)n(Cc2ccccc2)c2ncnc(Cl)c12,24,29,-12,0.5,7,77,11,29,36,27,-4
Cc1sc2ncn(CC(=O)NCCCC(=O)N3CCN(c4ncccn4)CC3)c(=O)c2c1C,-6,9,3,1.3,-18,10,7,-3,12,19,2
CN(CC(=O)NC(=O)NCc1ccccc1)CC(=O)Nc1ccc(Cl)c(C(F)(F)F)c1,6,23,0,0.5,27,19,0,8,-11,-13,2
C=CCn1c(SCc2c(C)noc2C)nc2sc3c(c2c1=O)CCCC3,5,26,-26,1.4,-34,41,15,5,4,7,3
CSc1ccccc1NC(=S)N/N=C/c1cccn1Cc1cccc(C)c1,-6,0,3,-0.1,-3,-3,12,1,9,4,1
CCCNC(=O)C1CCN(c2ccc(S(=O)(=O)N3CCOCC3)cc2Cl)CC1,5,20,-14,-2.8,-14,-10,-3,2,-1,19,3
CCOC(=O)c1sc2nc(C)[nH]c(=S)c2c1C,-7,-36,1,-0.4,4,-14,-3,-8,-8,-43,nt
CC(=O)Nc1ccc(C2=CC(=O)CC(C)(C)C2)cc1,-2,-25,-11,-2.7,6,-15,-13,2,-18,-80,0
CCOC(=O)c1c(NC(=O)C2(C)Cc3ccccc3C(=O)O2)sc2c1CCCC2 (configuration not stated),0,21,-2,1.0,-6,18,-2,1,24,19,-1
O=C(NCc1ccccc1)NC1(C(=O)Nc2ccc3c(c2)OCCO3)CCCCC1,-5,-12,-10,-2.9,-8,50,65*,1,5,-2,4
Cc1ccc(C(=O)Oc2ccccc2N2CCOCC2)cc1,-14,9,-8,-0.5,22,13,9,10,-10,7,1

# Ordered by heavy-atom count (smallest number first): some entries from above
SMILES,C8 TRAIL sens,Peg3 prom inh,KKLEB tox,iPSC survival up,NR2E3 ag-1,Shn3 inh set2,TRPM1 prom inh,LMP1 NFkB inh,CF NFkB inh,HIF-2a block,NR2E3 ag-2
Nc1cc(=O)[nH]c(SCc2cccc(Cl)c2)n1,-1,-6,1,-4.4,-6,9,0,-6,-2,19,2
Cc1c(C)n(Cc2ccccc2)c2ncnc(Cl)c12,24,29,-12,0.5,7,77,11,29,36,27,-4
CSc1ccccc1NC(=S)N/N=C/c1cccn1Cc1cccc(C)c1,-6,0,3,-0.1,-3,-3,12,1,9,4,1

# TRPM1 prom inh: entries above that show a hit.
molecule	Peg3 prom inh	NR2E3 ag-1	Shn3 inh set2	TRPM1 prom inh	LMP1 NFkB inh	CF NFkB inh	HIF-2a block	NR2E3 ag-2
O=C(NCc1ccccc1)NC1(C(=O)Nc2ccc3c(c2)OCCO3)CCCCC1	-12	-8	50	65*	1	5	-2	4

# (cont.)
SMILES,C8 TRAIL sens,Peg3 prom inh,KKLEB tox,iPSC survival up,NR2E3 ag-1,Shn3 inh set2,TRPM1 prom inh,LMP1 NFkB inh,CF NFkB inh,HIF-2a block,NR2E3 ag-2
FC(F)Oc1ccc(/C=N/n2c(Cc3ccc(Br)cc3)n[nH]c2=S)cc1,-5,16,9,-0.2,1,12,11,-5,26,-5,4
Cc1ccc(-c2noc(CSc3nnc(Cc4cccs4)n3-c3ccccc3)n2)cc1,8,13,-13,1.2,3,56,nt,11,19,-23,4
CC(=O)Oc1ccc(/C=C2\C=C(c3ccc(C)cc3)OC2=O)cc1,5,11,6,-0.1,-2,-5,8,0,11,13,2
O=C(Nc1cc(S(=O)(=O)N2CCCCC2)ccc1Cl)c1ccncc1,23,18,-12,4.3,7,-6,-6,11,16,28,4
O=C(Cc1c(C(=O)O)[nH]c2ccc(Cl)cc12)Nc1ccc2c(c1)OCCO2,14,7,-11,2.7,-10,-1,-13,10,2,21,2

# Looked up by structure from above, three records:
SMILES,C8 TRAIL sens,Peg3 prom inh,KKLEB tox,iPSC survival up,NR2E3 ag-1,Shn3 inh set2,TRPM1 prom inh,LMP1 NFkB inh,CF NFkB inh,HIF-2a block,NR2E3 ag-2
O=C(Nc1cc(S(=O)(=O)N2CCCCC2)ccc1Cl)c1ccncc1,23,18,-12,4.3,7,-6,-6,11,16,28,4
O=C(Cc1c(C(=O)O)[nH]c2ccc(Cl)cc12)Nc1ccc2c(c1)OCCO2,14,7,-11,2.7,-10,-1,-13,10,2,21,2
FC(F)Oc1ccc(/C=N/n2c(Cc3ccc(Br)cc3)n[nH]c2=S)cc1,-5,16,9,-0.2,1,12,11,-5,26,-5,4

# Source: PubChem (several laboratories)
